Source: PubChem (Sanford-Burnham Center for Chemical Genomics)
MKP-3 inhibition: MKP-3 phosphatase inhibitors, primary screen, biochemical, rat enzyme, in vitro (AID 425) | recombinant MKP-3 phosphatase activity, fluorescence; higher % means a stronger effect | inhibition, % at 20 µM, or IC50 in µM where a hit was titrated | actives 0.17% (n = 110,000); in the data active = inhibition above about 50%;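 note: plate controls were vehicle for no effect and reference inhibitor for full effect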
Hsp70 displacement: Hsp70 inhibitors, probe displacement, primary screen, biochemical, fluorescence polarization (AID 583). Heat shock 70 kDa protein 1A (Homo sapiens). Hsp70 fluorescence polarization probe displacement, mP; higher % means a stronger effect. displacement, % at 20 µM, or IC50 in µM where a hit was titrated. actives 0.06% (n = 140,000); in the data active = displacement above about 50%;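 note: plate controls were vehicle for no effect and reference ligand for full effect; a part of the inactive calls stands beside numbers as strong as those of hits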
The depositor's hits bear a star; x = not tested or not shown; & = joins results of further samples. The list is partial. The share of hits here may be higher or lower than overall.

The first 2 compounds as a preview:
Hsp70 displacement	MKP-3 inhibition	SMILES
-0.1%	-11%	CC(C)n1c(NCc2c[nH]c3ccccc23)nc2ccccc21
2.2%	7%	Cc1ccc(-c2ccc(/C=C3\SC(=S)NC3=O)o2)c([N+](=O)[O-])c1

The listing, repeating the preview:
Hsp70 displacement	MKP-3 inhibition	SMILES
-0.1%	-11%	CC(C)n1c(NCc2c[nH]c3ccccc23)nc2ccccc21
2.2%	7%	Cc1ccc(-c2ccc(/C=C3\SC(=S)NC3=O)o2)c([N+](=O)[O-])c1
-3.8%&-3.5%	-15%&5%	O=C(O)CSc1nnc(C2COc3ccccc3O2)n1-c1ccccc1 (configuration not stated)
6.0%	x	O=C(CSc1nc(-c2ccco2)cc(C(F)(F)F)n1)NC1CCCCCCC1
9.0%	1%	O=C(O)CCCCCN1C(=O)C(O)=C(C(=O)/C=C/c2ccccc2)C1c1ccccc1[N+](=O)[O-] (configuration not stated)
1.3%	5%	CCn1c(=O)cc(OCC(=O)O)c2ccccc21
2.1%	-5%	Cc1cc(NC(=O)Cc2c(F)cccc2Cl)no1
0.8%	4%	COc1cc(/C=C2/SC(=S)N(CC(=O)O)C2=O)ccc1OC(=O)c1cccc(C)c1
-2.2%	11%	O=C(CN1CCN(c2ccccn2)CC1)Nc1ccc(Oc2ccccc2)cc1
5.7%	x	Cn1cc(S(=O)(=O)CC(=O)Nc2ccc3c(c2)OCO3)c2ccccc21
2.5%	2%	Cc1ccccc1N1OC2C(=O)N(c3ccc(F)cc3)C(=O)C2C1c1ccccc1 (configuration not stated)
-2.3%	x	COc1ccc(OC)c(CN(CCCN2CCOCC2)C(=O)Nc2ccccc2)c1
0.6%	-12%	c1cncc(-c2noc(-c3ccco3)n2)c1
5.5%	1%	O=C(Cc1ccccc1)NN=C1CCCC1
-0.7%	x	CCn1c(C)c(/C=N/Nc2nc3ccccc3s2)c2ccccc21
3.8%	x	Cc1ccc(S(=O)(=O)N2CCCCC2)cc1C(=O)Nc1ccc(N2CCOCC2)cc1
0.0%	1%	O=C(N=Nc1c(O)n(CN2CCOCC2)c2ccccc12)c1ccccc1
6.1%	-2%	c1nc2sc3c(c2c2nnnn12)CCCC3
-9.0%	x	Cc1ccc(C2C(=O)N(C3CCCC3)CC(=O)N2C2CCCCC2)cc1 (configuration not stated)
-0.5%	-12%	Cc1ccc(NC(=O)CSC2=C(C#N)C(c3ccc4c(c3)OCO4)CC(=O)N2)cc1C (configuration not stated)
8.0%	1%	COc1cc(/C=c2/sc3nc4ccccc4n3c2=O)ccc1OCc1nn[nH]n1
-4.9%&-2.9%	3%&2%	CCN(CC)c1ccc(C(=O)Nc2cccc(F)c2)cc1
3.6%	2%	Nc1ccc(S(=O)(=O)N2CCc3ccccc32)cc1
-4.5%	-8%	O=C(CCCn1c(=S)[nH]c2ccccc2c1=O)NC1CCCC1
1.5%	2%	Cc1ccccc1Cn1nc(C)c(NC(=O)c2cc3nc(-c4ccco4)cc(C(F)(F)F)n3n2)c1C
6.6%	4%	COc1cccc(N2C(=O)C(CC(=O)Nc3ccccc3)N(C3CCCCC3)C2=O)c1 (configuration not stated)
3.0%	-14%	CCn1c(SCC(=O)Nc2ccc3c(c2)OCCO3)nc2c(c1=O)SC(C)C2 (configuration not stated)
4.9%	2%	O=S(=O)(c1ccc2c(c1)Cc1cc(S(=O)(=O)N3CCOCC3)ccc1-2)N1CCOCC1
6.5%	x	CC1(C)CC(=O)C2=C(C1)OC1=C(C(=O)CC(C)(C)C1)C2c1ccccc1
0.7%	-7%	CN(Cc1ccccc1)C(=O)CCC(=O)N(C)Cc1ccccc1
-4.1%	-4%	Cc1ccccc1CN1CCNC(=O)C1CC(=O)O (configuration not stated)
-3.9%	x	CCSc1ncnc2sc3c(c12)CCC3

Compound profiles, from the list above. Order of screens: Hsp70 displacement | MKP-3 inhibition
O=C(CCCn1c(=S)[nH]c2ccccc2c1=O)NC1CCCC1 in the list: -4.5% | -8%
CCn1c(=O)cc(OCC(=O)O)c2ccccc21 in the list: 1.3% | 5%
Cc1ccc(S(=O)(=O)N2CCCCC2)cc1C(=O)Nc1ccc(N2CCOCC2)cc1 in the list: 3.8% | x
COc1ccc(OC)c(CN(CCCN2CCOCC2)C(=O)Nc2ccccc2)c1 in the list: -2.3% | x

More results:
Hsp70 displacement	MKP-3 inhibition	SMILES
-6.0%	-2%	Nc1nc2ccc(S(=O)(=O)c3ccc4nc(N)sc4c3)cc2s1
5.8%	x	COC(=O)c1cccc(C(=O)Nc2ccc(F)cc2)n1
-4.2%	x	Cc1nc2ncnn2c(C)c1Cc1c(Cl)cccc1Cl
-2.6%	x	Cc1sc2ncn(CC(=O)NCCc3ccccc3)c(=O)c2c1C
0.7%	-4%	COC(=O)c1sc(S(=O)(=O)NCc2cccs2)c(C(=O)OC)c1C
-5.5%	-5%	CCc1nnc(NC(=O)CSc2nccn2-c2ccccc2)s1
5.6%	-2%	Cc1ccc(-n2nc3ccc(NC(=O)c4ccccc4F)cc3n2)cc1
5.3%	-2%	CCOc1ccc2oc(C)c(C(=O)O)c2c1
-0.5%	-11%	Cc1cccc(-c2noc(CN(C(=O)C34CC5CC(CC(C5)C3)C4)C(C)C)n2)c1
0.0%	4%	Cc1occc1C(=O)Nc1cccc(Cl)c1
-6.6%	3%	Cc1ccc(/C(O)=C/c2nc3ccccc3oc2=O)o1
-1.3%	x	Cc1cccc(-n2c(SCC(=O)N3CCCC3)nc3n[nH]c(C)c3c2=N)c1
9.6%	6%	CCN(CC)c1ccc(/C=C2/SC(NC(C)=O)=NC2=O)cc1
4.1%	x	NS(=O)(=O)c1ccc(Nc2nc(-c3ccc4ccccc4c3)cs2)cc1
2.3%	-14%	Cc1cc(C)nc(N2CCCC(C(=O)NC(C)CCc3ccco3)C2)n1 (configuration not stated)
1.5%	0%	Cc1ccccc1NC(=O)c1ccc2ccccc2n1
-0.4%	3%	N#Cc1nc(COc2ccc(F)cc2)oc1NCCN1CCOCC1
13%	x	CNc1ccc(Br)cc(C(=O)/C=C/c2cc(OC)ccc2OC)c1=O
-1.7%	1%	CCN(C(=O)COc1ncnc2ccc(Br)cc12)C1CCS(=O)(=O)C1 (configuration not stated)
5.3%	x	Cc1ccc(CN(C#N)c2nc(C)cc(C)n2)cc1
1.9%	3%	O=C(O)C1C2C=CC(O2)C1C(=O)N1CCN(C(c2ccccc2)c2ccccc2)CC1 (configuration not stated)
-8.2%	4%	COc1cc2oc(=O)cc(C)c2cc1C=O
0.1%	-3%	COc1ccc(C(=O)N[C@H]2COC(C)(C)O[C@H]2c2ccccc2)cc1
1.5%	-11%	c1cc(CSc2nnc(-c3ccc4c(c3)OCO4)o2)ccn1
-0.2%	9%	O=C(/C=C/c1cccc([N+](=O)[O-])c1)Nc1ccc(-c2nc3ccccc3s2)c(O)c1
-2.1%	-5%	C=CCON/C(CCC)=C1/C(=O)CC(C)(C)CC1=NC
2.3%	x	Cc1ccc(C23CC4CC(CC(C(=O)N5CCOCC5)(C4)C2)C3)cc1
-3.9%	9%	CCN(CC)c1ccc(/C=C2\C(=O)c3ccccc3C(=O)\C2=C(/O)c2ccccc2)cc1
-2.5%	4%	O=C(CSc1nc(Nc2ccccc2)nc(N2CCOCC2)n1)N1CCCC1
8.5%	-6%	NS(=O)(=O)c1ccc(CCNC(=O)c2cncc(Br)c2)cc1
-1.7%	-2%	COc1cccc(-c2nc(CS(=O)(=O)CC(=O)Nc3c(C)cccc3C)c(C)o2)c1
1.4%	3%	CC(=O)[C@H]1[C@H](C#N)C[C@H]2[C@@H]3CC=C4C[C@@H](O)CC[C@]4(C)[C@H]3CC[C@@]21C

As entered above.
Value of `Cc1ccc(C23CC4CC(CC(C(=O)N5CCOCC5)(C4)C2)C3)cc1` in Hsp70 displacement: 2.3%
Value of `O=C(CSc1nc(Nc2ccccc2)nc(N2CCOCC2)n1)N1CCCC1` in Hsp70 displacement: -2.5%
Value of `NS(=O)(=O)c1ccc(CCNC(=O)c2cncc(Br)c2)cc1` in MKP-3 inhibition: -6%
Value of `CCN(CC)c1ccc(/C=C2\C(=O)c3ccccc3C(=O)\C2=C(/O)c2ccccc2)cc1` in Hsp70 displacement: -3.9%
Value of `C=CCON/C(CCC)=C1/C(=O)CC(C)(C)CC1=NC` in Hsp70 displacement: -2.1%
Value of `COc1cccc(-c2nc(CS(=O)(=O)CC(=O)Nc3c(C)cccc3C)c(C)o2)c1` in Hsp70 displacement: -1.7%
Value of `O=C(/C=C/c1cccc([N+](=O)[O-])c1)Nc1ccc(-c2nc3ccccc3s2)c(O)c1` in Hsp70 displacement: -0.2%

Remaining list, next part.
Hsp70 displacement	MKP-3 inhibition	SMILES
4.6%	-2%	CC(=O)c1cccc(Nc2ncnc3ccc(C)cc23)c1
1.3%	-4%	CC(C)(C)NC(=O)C(c1ccco1)N(C(=O)Cn1nnc(-c2ccc(F)cc2)n1)c1ccccc1F (configuration not stated)
0.7%	-2%	CC(=O)c1cc2ccc([N+](=O)[O-])cc2oc1=O
-2.0%	14%	CC(=O)OC1(C(F)(F)F)Oc2ccccc2NC1=O (configuration not stated)
0.8%	3%	O=C1/C(=C/c2ccc(O)c([N+](=O)[O-])c2)SC(=S)N1Cc1ccccc1
3.3%	-7%	C=CCn1c(Cc2nc3ccccc3[nH]2)n[nH]c1=S
8.2%	0%	Cc1nc2nc[nH]n2c(=O)c1NC(=O)CCc1ccccc1
5.7%	3%	Cc1ccc(S(=O)(=O)N2CCCC(C(=O)NCc3ccccn3)C2)cc1 (configuration not stated)
-1.2%	x	O=S(=O)(c1ccccc1C(F)(F)F)N1CCN(S(=O)(=O)c2ccccc2C(F)(F)F)CC1
3.5%	6%	O=C1CC(C(=O)Nc2ccc(C(=O)N3CCOCC3)cc2)C2(CCCCC2)O1 (configuration not stated)
-5.4%	0%	CC(C)(C)c1csc(NC(=O)c2cccnc2)n1
1.2%	-6%	O=C1NC2(CCOc3ccccc32)C(=O)N1CC(=O)N(Cc1ccccc1)C1CCS(=O)(=O)C1 (configuration not stated)
2.3%	x	O=C(CSCc1ccccc1)N1CCN(c2cccc(C(F)(F)F)c2)CC1
0.7%	x	O=C(NCc1ccco1)C1CCCN(S(=O)(=O)c2ccccc2)C1 (configuration not stated)
2.5%	x	COc1cc(C(=O)N/N=C\c2ccccc2)c([N+](=O)[O-])c(OC)c1OC
-2.8%	-8%	COc1ccc(NC(=O)C2CCN(c3cc(-c4ccccc4)nc4ncnn34)CC2)cc1OC
-3.5%	-2%	CC(C)C(Nc1nc2ncn(Cc3ccccc3)c2c(=O)[nH]1)C(=O)O (configuration not stated)
3.0%	x	CC(Oc1cc(-c2ccccc2)cc2ccccc12)C(=O)N1CCOCC1 (configuration not stated)
-2.3%	-1%	CCCOCCOC(=O)c1[nH]c2c(c1C)C(=O)CC(c1cc(OC)ccc1OC)C2 (configuration not stated)
9.2%	x	Cc1cccc(N2CCN(C(=O)Cc3cn(C)c4ccccc34)CC2)c1C
2.3%	x	Cn1c(-c2ccc(F)cc2)cnc1NCc1cccc(F)c1
1.0%	4%	Cc1ccc(/C=C/C(=O)c2c(C)cc(C)[nH]c2=O)cc1
86%	2%	O=C(C1=C(O)C(=O)N(c2nncs2)C1c1ccccc1F)c1cccs1 (configuration not stated)
3.7%	3%	COc1cc(C)nc(N2CCCC(C(=O)NC3CCC(C)CC3)C2)n1 (configuration not stated)
-1.9%	3%	Cc1ccc(-c2n[nH]c(=S)c3ccccc23)cc1C
4.6%	1%	CC(=O)Nc1ccccc1/C=C/c1ccc2c(C)cc(C)c(O)c2n1
-2.1%	4%	COc1cc(NC(=O)c2cccs2)c(OC)cc1Br
-2.8%	-16%	CCOc1ccccc1-c1nc(-c2ccc(NC(=O)Cc3ccccc3OC)cc2)no1
0.1%	-10%	Cc1nc2cc(CO)ccc2s1
-0.6%	2%	O=C(N=NC(=O)c1ccco1)c1ccc2c(O)n(N3C(=O)c4ccccc4C3=O)c(O)c2c1
1.5%	x	Cc1[nH]nc(N=CC2=C(O)CC(c3ccco3)CC2=O)c1-c1ccc(Cl)cc1 (configuration not stated)
-3.6%	5%	CC1Cc2ccccc2N1C(=O)CSc1nnc(-c2ccc(S(=O)(=O)N3CCCC3)cc2)o1 (configuration not stated)
85%	15%	N#CC(C#N)=C/C(=C/C(C#N)C#N)c1ccccc1
3.3%	2%	CC(=O)NC1=NN(C(C)=O)C(c2ccc(OC(C)=O)cc2)S1 (configuration not stated)
1.8%	-6%	COC(=O)c1c(-c2cccs2)csc1NC(=O)CN1CCOCC1
2.3%	0%	O=C(Nc1nnc(CCc2ccccc2)s1)c1ccco1
0.4%	-1%	Cc1ccc(C(c2ccc(C)o2)c2cc(Br)cc(Br)c2O)o1
-1.5%	0%	CN1CCN(CCCCC(=O)c2ccccc2)CC1
-2.1%	-4%	Cc1ccc(OCC(=O)Nc2ccc3c(c2)OCCO3)c(Br)c1
-10%	-1%	CCc1c(C)nc2cc(-c3ccc(OC)cc3)[nH]n2c1=O
0.0%	-6%	Cc1cc(OCC(=O)N2CCOCC2)ccc1NC(=O)C1CCCCC1
0.1%	0%	C/C(=N\NC(=O)c1cccc([N+](=O)[O-])c1)c1ccccn1
